Screens deposited in PubChem by Broad Institute.
PAX8 inh HTS = lowers PAX8-driven luciferase in RMG-I cells; RMG-I TPO-luciferase reporter, SteadyGlo, 24 h; inhibition, % at 12.6 µM; hit rate 1.2% among 360,000;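 active = mean replicate inhibition at least 60% with every replicate also reaching 60%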;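 also: luciferase light reporting Pax8 driven TPO promoter activity; plate controls were median of neutral control wells for no effect and mitoxantrone controls for full effect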
SIRT5 inh = inhibitors of human sirtuin-5 desuccinylase; Purified SirT5, succinyl-peptide AMC, trypsin-coupled fluorescence; inhibition, % at 15 µM; hit rate 1.1% among 330,000; AID 652115; in the data active = inhibition above about 15%
Target sequence (Q9NXA8 whole entry, looked up): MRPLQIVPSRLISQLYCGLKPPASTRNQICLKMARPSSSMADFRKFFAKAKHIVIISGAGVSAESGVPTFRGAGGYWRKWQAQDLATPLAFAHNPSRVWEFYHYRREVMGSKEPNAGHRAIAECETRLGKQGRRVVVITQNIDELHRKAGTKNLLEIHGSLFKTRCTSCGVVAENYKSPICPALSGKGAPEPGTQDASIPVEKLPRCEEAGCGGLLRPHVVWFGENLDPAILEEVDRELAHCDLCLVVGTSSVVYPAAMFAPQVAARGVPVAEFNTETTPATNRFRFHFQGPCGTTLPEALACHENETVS
ARNT TACC3 PPI = disrupts binding between human ARNT and TACC3. Q9Y6A5. AlphaScreen His-ARNT PAS-B/GST-TACC3 binding, luminescence; TACC3 fragment carries E629A point mutation. inhibition, % at 9.99 µM. hit rate 0.66% among 390,000. AID 623870;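 active = mean inhibition of replicates at least 50% and at least half of replicates each reaching 50%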;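 also: 0% = complete ARNT plus TACC3 wells and 100% = ARNT alone without TACC3; many hits fall short of the cut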
DENV2 CPE = DENV2-induced cell death inhibition; DENV2-infected cells, cytopathic effect rescue, plate reader; CPE inhibition, % at 9.99 µM; hit rate 1.7% among 350,000; in the data active = CPE inhibition above about 20%, passing the limit was not always enough; tested in BHK-21 cells;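 also: 0% = median of neutral control wells and 100% = median of positive control wells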
EWS-Fli block = blocks EWS/Fli oncoprotein-driven transcription. inhibition, % at 12.6 µM. AID 651661. hit rate 0.67% among 350,000. A673 NR0B1-luciferase reporter, viability-normalised;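 active = mean inhibition of at least 50% after viability correction, with every replicate also passing that limit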;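 also: firefly luciferase signal divided by Alamar Blue viability fluorescence both relative to DMSO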
CASP6 VEID inh = caspase-6 (human) enzyme inhibition; P55212; purified caspase-6, Z-VEID-R110 cleavage fluorescence; inhibition, % at 12.5 µM; hit rate 0.53% among 350,000; AID 686996;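 active = mean inhibition across replicates at least about 35%, with every replicate also reaching that limit, limit read from the data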;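 also: 0% = median of neutral control wells and 100% = no fluorescence left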
Target sequence (P55212 24-179 limits assumed): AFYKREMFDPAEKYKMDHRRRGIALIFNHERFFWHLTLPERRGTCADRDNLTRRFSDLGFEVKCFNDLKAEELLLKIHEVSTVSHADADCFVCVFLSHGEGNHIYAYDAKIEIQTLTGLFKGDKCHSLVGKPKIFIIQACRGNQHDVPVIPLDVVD
Target sequence (P55212 194-293 limits assumed): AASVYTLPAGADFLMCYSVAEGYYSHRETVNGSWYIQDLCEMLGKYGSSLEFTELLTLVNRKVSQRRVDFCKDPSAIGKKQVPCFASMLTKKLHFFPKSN
LGR2 antag = inhibitors of bursicon-induced Drosophila LGR2 receptor cAMP signaling. hit rate 0.35% among 380,000. HEK293 LGR2, CRE-luciferase, bursicon-stimulated, 4 h. inhibition, % at 9.99 µM;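 active = drop in luminescence signal, shown as inhibition above about 50% in the replicate tests, limit read from the data, passing the limit was not always enough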;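 also: agonist challenge used bursicon conditioned medium at about half maximal strength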
Active calls of the source: *; & = joins results of further samples.

Results for C[C@@H]1CN([C@@H](C)CO)S(=O)(=O)c2ccc(C#CCN(C)C)cc2O[C@H]1CN(C)C(=O)CN(C)C ?
PAX8 inh HTS: 8; SIRT5 inh: 4; ARNT TACC3 PPI: 2; DENV2 CPE: 4; EWS-Fli block: -1; CASP6 VEID inh: 0; LGR2 antag: -18

How did C[C@H]1CN([C@@H](C)CO)C(=O)Cc2cc(NC(=O)Nc3ccc4c(c3)OCO4)ccc2O[C@H]1CN(C)S(C)(=O)=O do in these assays?
PAX8 inh HTS: 21; SIRT5 inh: 3; ARNT TACC3 PPI: -33; DENV2 CPE: 10; EWS-Fli block: -15; CASP6 VEID inh: 1; LGR2 antag: -19

How did O=C1OCCN1C(=O)[C@H]1[C@H](c2ccc(F)cc2)C(c2cccc(Cl)c2)=NN1c1ccccc1 do in these assays?
PAX8 inh HTS: -6; SIRT5 inh: -4; ARNT TACC3 PPI: -40; DENV2 CPE: 2; EWS-Fli block: -10; CASP6 VEID inh: -1; LGR2 antag: -5

What do the screens show for `CCOC(=O)c1c(NC(=O)COC(=O)CCNS(=O)(=O)c2ccccc2)sc(C(=O)N(C)C)c1C`?
SIRT5 inh: -2; ARNT TACC3 PPI: 0; DENV2 CPE: -2; EWS-Fli block: 5; CASP6 VEID inh: -1; LGR2 antag: -10

How did CN1CCN(CCCNc2c(C=O)c(=O)[nH]c3ccccc23)CC1 do in these assays?
PAX8 inh HTS: 3; SIRT5 inh: -1; ARNT TACC3 PPI: -14; DENV2 CPE: -3; EWS-Fli block: -7; CASP6 VEID inh: -89; LGR2 antag: -12

What do the screens show for `O=C(c1ccncc1)N1CCN(CCc2ccccc2)CC1`?
PAX8 inh HTS: -6; SIRT5 inh: -6; ARNT TACC3 PPI: 17; DENV2 CPE: 14; EWS-Fli block: 4; CASP6 VEID inh: -9; LGR2 antag: 18

Results for O=C(O)CSc1ncnc2sc(-c3ccccc3)cc12 ?
PAX8 inh HTS: 1; SIRT5 inh: 1; ARNT TACC3 PPI: -9; DENV2 CPE: 0; EWS-Fli block: -8; CASP6 VEID inh: 1; LGR2 antag: 0

What do the screens show for `COc1ccc(-c2cc(C(=O)NN)n(-c3ccccc3)n2)cc1`?
PAX8 inh HTS: -24; SIRT5 inh: -4; ARNT TACC3 PPI: -3; DENV2 CPE: 0; EWS-Fli block: 3; CASP6 VEID inh: 1; LGR2 antag: -61

Results for O=C(O)CCSc1nnc(COc2ccc(Cl)cc2)n1-c1ccccc1 ?
PAX8 inh HTS: -35; SIRT5 inh: 3; ARNT TACC3 PPI: -19; DENV2 CPE: 8; EWS-Fli block: 1; CASP6 VEID inh: -3; LGR2 antag: 0

How did C[C@@H]1CN([C@@H](C)CO)C(=O)c2cc(C#CC3CCCCC3)cnc2O[C@H]1CN(C)C(=O)Nc1ccccc1 do in these assays?
PAX8 inh HTS: 16; SIRT5 inh: 4; ARNT TACC3 PPI: -10; DENV2 CPE: -3; EWS-Fli block: -4; LGR2 antag: -4

How did CCN1C(=O)CC(c2ccc(OC(C)C)cc2)C1=O (configuration not stated) do in these assays?
PAX8 inh HTS: -29; SIRT5 inh: -3; ARNT TACC3 PPI: -6; DENV2 CPE: -4; EWS-Fli block: -9; CASP6 VEID inh: 1; LGR2 antag: -6

How did COc1ccc(NC(=O)N(C)C[C@H]2Oc3ncc(C#C[C@H](C)O)cc3C(=O)N([C@@H](C)CO)C[C@H]2C)cc1 do in these assays?
SIRT5 inh: -2; ARNT TACC3 PPI: -1; DENV2 CPE: 11; EWS-Fli block: -16; CASP6 VEID inh: 0; LGR2 antag: -2

Results for CN1C[C@@H]2[C@@H]3C(=O)N(C)C(=O)[C@@H]3[C@](Cc3ccccc3)(C1=O)N2C(=O)c1ccccc1 ?
PAX8 inh HTS: -11; SIRT5 inh: 1; ARNT TACC3 PPI: -3; DENV2 CPE: -11; EWS-Fli block: -4; CASP6 VEID inh: -4; LGR2 antag: -17

What do the screens show for `Cc1ccc(S(=O)(=O)Nc2cccc3c2O[C@@H](CN(C)C(=O)Nc2c(C)noc2C)[C@H](C)CN([C@@H](C)CO)C3=O)cc1`?
PAX8 inh HTS: -21; SIRT5 inh: -3; DENV2 CPE: -9; EWS-Fli block: -3; LGR2 antag: -7

How did CCCNC(=O)Nc1cccc(C(=O)OC)c1 do in these assays?
PAX8 inh HTS: -15; SIRT5 inh: -1; ARNT TACC3 PPI: 3; DENV2 CPE: -5; EWS-Fli block: -32; CASP6 VEID inh: -1; LGR2 antag: -3

How did COC(=O)c1cc(/C=C/c2ccccc2)[nH]n1 do in these assays?
PAX8 inh HTS: -66; SIRT5 inh: 0; ARNT TACC3 PPI: 0; DENV2 CPE: 9; EWS-Fli block: -8; CASP6 VEID inh: 1; LGR2 antag: -35

What do the screens show for `O=C1N=C(N2CCN(c3ccccc3)CC2)S/C1=C/c1ccco1`?
PAX8 inh HTS: -6; SIRT5 inh: 0; ARNT TACC3 PPI: 16; DENV2 CPE: 2; EWS-Fli block: -13; CASP6 VEID inh: 4

What do the screens show for `CC(C)c1cn(CC[C@@H]2CC[C@H](NC(=O)C3CCOCC3)[C@@H](CO)O2)nn1`?
PAX8 inh HTS: -24; SIRT5 inh: -3; DENV2 CPE: 71*; CASP6 VEID inh: 0; LGR2 antag: 5

What do the screens show for `O=C1C=C(c2cccc(O)c2)CCC1`?
PAX8 inh HTS: -22; ARNT TACC3 PPI: 3; EWS-Fli block: -1; LGR2 antag: 4

Results for C=C1C(C(=O)N2CCOCC2)C1C(=O)N1CCOCC1 (configuration not stated) ?
SIRT5 inh: -1; ARNT TACC3 PPI: 7; DENV2 CPE: 11; EWS-Fli block: 2; CASP6 VEID inh: -3; LGR2 antag: -5

Results for C/C=C/c1cnc2c(c1)C(=O)N([C@H](C)CO)C[C@H](C)[C@H](CN(C)Cc1cncnc1)O2 ?
SIRT5 inh: 0; ARNT TACC3 PPI: -8; DENV2 CPE: -11; EWS-Fli block: -1; CASP6 VEID inh: 1; LGR2 antag: -33

How did CCN(CC)S(=O)(=O)c1cc(C)ccc1NC(=S)Nc1cccnc1 do in these assays?
PAX8 inh HTS: 9; SIRT5 inh: -1; ARNT TACC3 PPI: 1; DENV2 CPE: 3; EWS-Fli block: 9; CASP6 VEID inh: -2

What do the screens show for `c1ccc(C2=Nc3c(ccc4ccccc34)C(c3ccncc3)=NN2)cc1`?
PAX8 inh HTS: 19; SIRT5 inh: -2; ARNT TACC3 PPI: 14; DENV2 CPE: -1; EWS-Fli block: 18; CASP6 VEID inh: -2

What do the screens show for `O=S(=O)(c1ccccc1F)N1[C@@H]2CNC[C@H]1C2c1ccc(-c2ccncc2)cc1` (some centres not stated)?
PAX8 inh HTS: -2; SIRT5 inh: 2&-4; DENV2 CPE: 14&5; EWS-Fli block: -20; CASP6 VEID inh: 0&0; LGR2 antag: -18&-15

Results for CCCCN(C)CCNC(=O)c1cc(-c2cccnc2)nc2ccc(S(=O)(=O)N3CCC(C)CC3)cc12 ?
PAX8 inh HTS: 13; SIRT5 inh: -5; ARNT TACC3 PPI: 9; DENV2 CPE: 6; CASP6 VEID inh: -7; LGR2 antag: 10

Results for O=C(NCc1ccco1)C1CCN(c2ccc(S(=O)(=O)N3CCOCC3)cc2[N+](=O)[O-])CC1 ?
PAX8 inh HTS: 10; SIRT5 inh: 2; ARNT TACC3 PPI: 3; DENV2 CPE: 1; EWS-Fli block: 11; CASP6 VEID inh: 1; LGR2 antag: 11

Results for Cc1nn2c(N3CCOCC3)cc(C(C)(C)C)nc2c1-c1ccc(Cl)cc1 ?
PAX8 inh HTS: 7; SIRT5 inh: -3; DENV2 CPE: 6; EWS-Fli block: 8; CASP6 VEID inh: 1; LGR2 antag: 15

How did CC(=O)c1ccc(OCC(=O)N(CCC2=CCCCC2)c2c(N)n(Cc3ccccc3)c(=O)[nH]c2=O)cc1 do in these assays?
PAX8 inh HTS: 26; SIRT5 inh: -6; ARNT TACC3 PPI: 2; DENV2 CPE: -4; EWS-Fli block: 11; CASP6 VEID inh: 2; LGR2 antag: 13

How did COc1cc(OC)c(C(=O)OCC(=O)Nc2cc(C)on2)cc1OC do in these assays?
PAX8 inh HTS: 0; SIRT5 inh: 2; ARNT TACC3 PPI: -9; DENV2 CPE: -7; EWS-Fli block: 3; CASP6 VEID inh: 0; LGR2 antag: -20

Results for Cc1ccc2c(c1)NC(=O)C(CC(=O)NCCCN1CCCC1=O)O2 (configuration not stated) ?
PAX8 inh HTS: 11; ARNT TACC3 PPI: 3; DENV2 CPE: -3; EWS-Fli block: -2; CASP6 VEID inh: -1; LGR2 antag: -1

Arranged by molar mass (rising): 5 of the compounds above
How did COc1cc(OC)c(C(=O)OCC(=O)Nc2cc(C)on2)cc1OC do in these assays?
PAX8 inh HTS: 0; SIRT5 inh: 2; ARNT TACC3 PPI: -9; DENV2 CPE: -7; EWS-Fli block: 3; CASP6 VEID inh: 0; LGR2 antag: -20

Results for Cc1nn2c(N3CCOCC3)cc(C(C)(C)C)nc2c1-c1ccc(Cl)cc1 ?
PAX8 inh HTS: 7; SIRT5 inh: -3; DENV2 CPE: 6; EWS-Fli block: 8; CASP6 VEID inh: 1; LGR2 antag: 15

What do the screens show for `O=S(=O)(c1ccccc1F)N1[C@@H]2CNC[C@H]1C2c1ccc(-c2ccncc2)cc1` (some centres not stated)?
PAX8 inh HTS: -2; SIRT5 inh: 2&-4; DENV2 CPE: 14&5; EWS-Fli block: -20; CASP6 VEID inh: 0&0; LGR2 antag: -18&-15

Results for O=C(NCc1ccco1)C1CCN(c2ccc(S(=O)(=O)N3CCOCC3)cc2[N+](=O)[O-])CC1 ?
PAX8 inh HTS: 10; SIRT5 inh: 2; ARNT TACC3 PPI: 3; DENV2 CPE: 1; EWS-Fli block: 11; CASP6 VEID inh: 1; LGR2 antag: 11

Results for CCCCN(C)CCNC(=O)c1cc(-c2cccnc2)nc2ccc(S(=O)(=O)N3CCC(C)CC3)cc12 ?
PAX8 inh HTS: 13; SIRT5 inh: -5; ARNT TACC3 PPI: 9; DENV2 CPE: 6; CASP6 VEID inh: -7; LGR2 antag: 10

Next part
How did CC(NC(=O)/C(C#N)=C/c1ccc(Cl)c([N+](=O)[O-])c1)c1ccccc1 (configuration not stated) do in these assays?
PAX8 inh HTS: 17; SIRT5 inh: 0; DENV2 CPE: -3; EWS-Fli block: 22; CASP6 VEID inh: -3; LGR2 antag: -2

How did Cc1ccc(C(=O)N(CC(C)C)c2nc3ccccc3s2)o1 do in these assays?
PAX8 inh HTS: 20; SIRT5 inh: -1; ARNT TACC3 PPI: -2; DENV2 CPE: -1; EWS-Fli block: -20; CASP6 VEID inh: 2; LGR2 antag: -8

What do the screens show for `CCCC#Cc1cnc2c(c1)C(=O)N([C@@H](C)CO)C[C@@H](C)[C@H](CN(C)S(=O)(=O)c1cccc(OC)c1)O2`?
PAX8 inh HTS: -3; SIRT5 inh: 29*; ARNT TACC3 PPI: 5; DENV2 CPE: 13; EWS-Fli block: -1; CASP6 VEID inh: -1; LGR2 antag: -6

How did O=C1C=C(Nc2cccnc2)c2ccccc2C1=O do in these assays?
PAX8 inh HTS: 29; SIRT5 inh: 0; ARNT TACC3 PPI: 35*; DENV2 CPE: 2; EWS-Fli block: -1; CASP6 VEID inh: 96*; LGR2 antag: 7

Results for CN1C(=O)c2cc(NC(=O)C3CC3)ccc2OC[C@H]2O[C@@H](CC(=O)Nc3ccc(F)cc3)CC[C@@H]21 ?
PAX8 inh HTS: 36; ARNT TACC3 PPI: -1; DENV2 CPE: 0; EWS-Fli block: 4; LGR2 antag: -14

Results for O=C(NCC(c1ccco1)N1CCCC1)c1cccc(S(=O)(=O)N2CCOCC2)c1 (configuration not stated) ?
PAX8 inh HTS: -13; SIRT5 inh: -3; ARNT TACC3 PPI: 35; DENV2 CPE: -13; EWS-Fli block: -9; CASP6 VEID inh: -3; LGR2 antag: 2

How did COc1ccc(N)cc1-n1c(C)ccc1C do in these assays?
PAX8 inh HTS: -59; SIRT5 inh: -3; ARNT TACC3 PPI: -2; DENV2 CPE: 2; EWS-Fli block: -14; CASP6 VEID inh: 1; LGR2 antag: -65

How did O=C(NCc1ccncc1)c1nc(-c2ccc(C(F)(F)F)cc2)no1 do in these assays?
PAX8 inh HTS: 29; SIRT5 inh: 19*; ARNT TACC3 PPI: -2; EWS-Fli block: 14; CASP6 VEID inh: 2; LGR2 antag: 22
